ADAM10 inh – inhibitors of human ADAM10; recombinant ADAM10, EDANS/DABCYL FRET peptide cleavage, 3 h; O14672; inhibition, % at 7 µM; AID 720582; actives 0.62% (n = 370,000);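 active = inhibition above a per-campaign cutoff equal to the mean of compounds falling between control-based bounds plus 3 SD, cut at about 20% in these data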;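 also: 0% = DMSO wells while the 100% control is not disclosed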
ssDAF-12 act – S. stercoralis DAF-12 activation, primary screen; activation, % at 6.8 µM; HEK293 ssDAF-12/GRIP1 lit1-tk-luc reporter, luminescence; % of 3 µM dafachronic acid response; AID 652126; actives 1% (n = 370,000);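 active = activation above the mean over all tested compounds plus 3 SD, cut at about 0.9% in these data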;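 also: 0% = DMSO-only wells and 100% = 3 µM delta7-dafachronic acid wells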
PG9 binder – small molecules binding HIV-1 gp120 antibody PG9; TR-FRET gp120-PG9 antibody binding; inhibition, % at 6.7 µM; actives 0.43% (n = 360,000); in the data active = inhibition above about 8.5%
ADAM17 inh – inhibitors of human ADAM17; P78536; recombinant ADAM17, EDANS/DABCYL FRET peptide cleavage; inhibition, % at 6.95 µM; actives 0.83% (n = 370,000); AID 720648;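 active = inhibition above the mean of compounds lying between control limits plus 3 SD, set per campaign, cut at about 8.5% in these data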;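 also: 0% = DMSO-only wells as the low control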
FXN GAA850 act – increases GAA850 frataxin promoter reporter activity; actives 0.56% (n = 360,000); HEK293 lucGAA850 FXN promoter luciferase reporter, 24 h; percent of 10 µM SAHA response; activation, % at 6 µM; AID 540364;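 active = activation above the average of all compounds screened plus 3 SD, cutoff fixed separately per campaign, cut at about 7.5% in these data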;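 also: 0% = DMSO wells and 100% = 10 µM SAHA wells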
hgDAF-12 ag – hgDAF-12 agonism, primary luciferase screen; HEK293 GAL4-hgDAF12 UAS-luciferase reporter, agonist luminescence; normalized to butyrate control; activation, % at 6.8 µM; actives 1.8% (n = 370,000); AID 687014;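 active = activation above a cutoff set at the mean of all screened compounds plus 3 SD, cut at about 10% in these data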;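 also: 0% = DMSO wells and 100% = sodium butyrate wells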
NPR1 activator – GC-A (human) enzyme activation | P16066 | activation, % at 10 µM | AID 1671463 | actives 0.14% (n = 370,000) | HEK293 GC-A cells, cGMP TR-FRET, EC30 ANP; 0% at EC30 ANP, 100% saturating ANP; in the data active = activation above about 40%
Target sequence (P16066 whole entry, looked up): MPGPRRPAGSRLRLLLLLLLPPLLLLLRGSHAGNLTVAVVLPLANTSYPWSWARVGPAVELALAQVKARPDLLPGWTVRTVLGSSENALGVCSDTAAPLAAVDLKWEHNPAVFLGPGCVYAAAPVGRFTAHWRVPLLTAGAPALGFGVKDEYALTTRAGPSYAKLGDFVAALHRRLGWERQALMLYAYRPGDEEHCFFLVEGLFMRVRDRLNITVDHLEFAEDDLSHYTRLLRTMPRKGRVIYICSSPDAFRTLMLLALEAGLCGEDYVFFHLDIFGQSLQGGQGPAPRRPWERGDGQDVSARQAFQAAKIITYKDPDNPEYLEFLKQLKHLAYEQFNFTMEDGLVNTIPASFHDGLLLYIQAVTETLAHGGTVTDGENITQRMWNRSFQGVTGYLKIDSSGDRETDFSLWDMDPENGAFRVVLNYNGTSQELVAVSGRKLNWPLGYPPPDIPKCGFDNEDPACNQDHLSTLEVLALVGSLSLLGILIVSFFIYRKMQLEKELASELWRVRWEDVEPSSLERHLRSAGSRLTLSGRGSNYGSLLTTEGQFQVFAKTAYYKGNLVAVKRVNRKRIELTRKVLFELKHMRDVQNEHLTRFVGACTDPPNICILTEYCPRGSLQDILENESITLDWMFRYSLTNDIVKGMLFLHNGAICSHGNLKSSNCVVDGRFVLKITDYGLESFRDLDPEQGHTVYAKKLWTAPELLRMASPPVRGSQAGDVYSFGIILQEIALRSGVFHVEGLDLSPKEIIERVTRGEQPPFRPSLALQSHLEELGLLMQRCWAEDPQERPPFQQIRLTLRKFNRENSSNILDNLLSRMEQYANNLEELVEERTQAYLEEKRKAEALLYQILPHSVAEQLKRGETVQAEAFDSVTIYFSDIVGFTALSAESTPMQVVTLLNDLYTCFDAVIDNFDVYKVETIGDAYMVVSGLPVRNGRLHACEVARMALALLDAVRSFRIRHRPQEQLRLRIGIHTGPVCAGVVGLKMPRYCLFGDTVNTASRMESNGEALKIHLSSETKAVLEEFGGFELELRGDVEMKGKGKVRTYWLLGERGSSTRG
DAX1 inh-1 – inhibitors of DAX1 repression of SF-1 activated StAR promoter; AID 652010; inhibition, % at 6.8 µM; actives 1.1% (n = 370,000); HEK293T StAR-luciferase reporter, SF-1/DAX-1 repression relief;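 active = inhibition above the mean over all tested compounds plus 3 SD, cut at about 3.6% in these data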;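 also: 0% = DAX-1 cells with DMSO and 100% = cells lacking DAX-1 with DMSO; higher inhibition means more luminescence from relief of DAX-1 repression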
hcDAF12 agonist – activates DAF-12 receptor from parasite H. contortus | actives 1.4% (n = 370,000) | HEK293 hcDAF-12 lit1-tk-luc reporter, luminescence; 0% DMSO, 100% Δ7-dafachronic acid | activation, % at 6.8 µM | AID 652067;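 active = activation above the mean of all tested compounds plus 3 SD, cut at about 5.5% in these data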;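 also: 100% = response to 3 µM Δ7-dafachronic acid high control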
DAX1 inh-2 – NR0B1 (DAX1) inhibition; inhibition, % at 6.75 µM; AID 504766; HEK293 Gal4-DAX1 luciferase reporter, luminescence; actives 0.99% (n = 340,000);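 active = inhibition above the mean over all tested compounds plus 3 SD, cut at about 4.2% in these data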;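 also: 0% = DAX1-transfected cells with DMSO and 100% = empty-vector control cells with DMSO; inhibition shows as a rise in luminescence from relieved DAX1 repression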
SMARCA2 activ – activators of SMARCA2 function | MG213 cells, MMTV-luciferase reporter, dexamethasone, overnight | activation, % at 9.1 µM | actives 1% (n = 370,000) | AID 652017; in the data active = activation above about 7.8%;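 also: 0% = vehicle wells and 100% = reference activator wells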
An asterisk follows results filed as active; i = inactive; . = not tested or not shown.

SMILES | ADAM10 inh | ssDAF-12 act | PG9 binder | ADAM17 inh | FXN GAA850 act | hgDAF-12 ag | NPR1 activator | DAX1 inh-1 | hcDAF12 agonist | DAX1 inh-2 | SMARCA2 activ
COc1cc2c(=O)n(CCCC(=O)NCC3CCCO3)c(=O)n(CC(=O)c3ccc(F)cc3)c2cc1OC (stereo not given) | 3 | -0.6 | 1.1 | -8 | 1.1 | -0.8 | -1 | -0.2 | -1.7 | -0.6 | -4
COC(=O)Nc1ccc2c(c1)Nc1ccccc1CC2 | -2 | -1.0 | -3.7 | 4 | 1.5 | 4.7 | 6 | -0.1 | -1.6 | 0.5 | -1
CCn1ccc2cc(OC)ccc2c1=S | -147 | -0.9 | 6.7 | -41 | 1.4 | 0.9 | 11 | -0.2 | -1.4 | 1.8 | -5
O=C(CSc1ccc(-c2ccc(F)cc2)nn1)Nc1ccc2c(c1)OCCO2 | 2 | -0.1 | -0.6 | 2 | 2.1 | -0.4 | 2 | 0.5 | 2.2 | 0.0 | 3
O=C(NCCCO)NC12CC3CC(CC(C3)C1)C2 | -9 | -1.3 | 2.0 | -5 | 4.1 | 7.6 | 0 | -0.1 | -1.4 | 0.1 | 0
O=C(Nc1ccc(Cl)cc1)Nc1ccccc1Sc1ncc([N+](=O)[O-])s1 | -2 | 1.1* | -1.0 | -2 | 3.4 | 3.8 | 8 | 0.3 | 7.6* | -0.7 | 4
C=CCn1c(C)cc(C(=O)COC(=O)/C=C/c2ccc(OC)cc2)c1C | -3 | -1.2 | -0.8 | 0 | -0.9 | -1.0 | 1 | -0.4 | -1.7 | 0.5 | -3
O=C1NC(c2ccco2)Nc2sc3c(c21)CCN(Cc1ccccc1)C3 (stereo not given) | i | -1.3 | -1.8 | -137 | 1.0 | 4.8 | 2 | 0.1 | -0.5 | -0.6 | -1
O=C(CCCOc1ccc(Cl)cc1Cl)NCc1ccncc1 | -11 | -2.1 | 0.3 | -8 | 2.5 | -0.6 | 11 | -0.9 | -1.1 | 1.0 | -4
CCOC(=O)c1cc(S(=O)(=O)NCCc2ccc(OC)c(OC)c2)cn1C | -5 | -0.8 | -3.2 | -5 | 0.2 | 0.6 | 6 | 0.4 | -0.3 | 0.2 | -2
C[C@@H]1CN([C@@H](C)CO)C(=O)c2cccc(NC(=O)Nc3ccc(F)cc3)c2O[C@@H]1CN(C)Cc1ccc(Oc2ccccc2)cc1 | 21* | -1.2 | -0.1 | 4 | -11 | -1.1 | -10 | -0.4 | -0.3 | 0.7 | -1
Cc1c(Cl)cccc1NC(=O)CCN1CCN(C)CC1 | 2 | -0.9 | 0.2 | -1 | -0.2 | -3.7 | 3 | 0.2 | -1.2 | 2.0 | -2
COCCCN(C(=S)NC(=O)c1ccc(C(C)(C)C)cc1)c1c(N)n(Cc2ccccc2)c(=O)[nH]c1=O | -6 | -1.2 | 1.0 | -1 | 0.3 | -0.7 | -2 | -0.5 | -1.4 | -0.2 | -1
Cc1cccc(N(C(=O)Cn2nnc3ccccc32)C(C(=O)NCc2ccco2)c2ccncc2)c1C (stereo not given) | 3 | -1.1 | -1.5 | -2 | -2.9 | 1.4 | -16 | 0.1 | 0.7 | 0.5 | 1
Clc1ccccc1C1SCC2Nc3ccccc3CN21 (stereo not given) | 4 | -0.3 | -0.6 | -2 | 5.1 | 4.9 | -1 | 0.9 | 7.1* | 1.2 | 3
O=c1cc(CSc2nc(NCc3ccc(Cl)cc3)c3ccccc3n2)nc2ccc(Cl)cn12 | -8 | -0.7 | 0.0 | -7 | 1.7 | -1.5 | 2 | -0.2 | 0.2 | 1.4 | -2
Cc1c(NC(=O)COC(=O)Cc2ccc(Cl)cc2)c(=O)n(-c2ccccc2)n1C | -11 | -1.2 | -0.3 | -3 | -0.2 | -0.4 | 3 | -0.2 | 0.7 | 0.3 | 0
CCc1cc(C(=O)O)c(NC(=O)C(c2ccccc2)c2ccccc2)s1 | 0 | -1.3 | 0.8 | -1 | -1.7 | -0.4 | 3 | 0.7 | -0.1 | -0.3 | 6
Cc1ccc(NC(=O)c2ccccn2)cc1S(=O)(=O)N1CCOCC1 | 0 | -0.6 | 1.3 | -2 | 0.4 | -2.7 | -1 | 0.1 | 1.0 | -0.3 | 0
O=C(O)CCC(=O)OC1CC2CCC1C2 (stereo not given) | 7 | 0.0 | 0.8 | 3 | -0.5 | 0.2 | 1 | 1.2 | 0.1 | 0.7 | -2
Nc1ccc(Nc2ccncc2[N+](=O)[O-])cc1 | 2 | -1.5 | -0.7 | -4 | 1.9 | 4.2 | 2 | -2.0 | -0.6 | -0.8 | 0
COc1ccc(CC(CC(=O)O)C(=O)Nc2ccc(OC)cc2)cc1 (stereo not given) | 4 | -1.1 | -1.4 | -3 | -0.3 | 1.9 | -2 | 0.7 | -0.5 | -1.9 | 4
COC(=O)Cc1c(O)ccn(CCc2ccc(OC)c(OC)c2)c1=O | 0 | -1.3 | -1.2 | -1 | -0.3 | -2.0 | 3 | 0.1 | 0.1 | 1.7 | -3
Cc1noc(C)c1CSCC(=O)N1CCN(c2ccc([N+](=O)[O-])cc2)CC1 | 8 | -2.2 | -1.3 | 5 | -1.9 | -4.9 | 2 | -2.3 | -3.5 | -3.2 | -7
CC1CCCCN1S(=O)(=O)c1ccc(C(=O)Nc2ccccc2-c2nc3ccccc3s2)cc1 (stereo not given) | 1 | 0.3 | 1.2 | 0 | 0.3 | 1.4 | 1 | 0.2 | 11* | 0.3 | 5
Continuation.
SMILES | ADAM10 inh | ssDAF-12 act | PG9 binder | ADAM17 inh | FXN GAA850 act | hgDAF-12 ag | NPR1 activator | DAX1 inh-1 | hcDAF12 agonist | DAX1 inh-2 | SMARCA2 activ
CN(CC(=O)NCc1ccc(Cl)cc1)S(=O)(=O)c1cccc2cccnc12 | -11 | -1.8 | -0.8 | -1 | -1.2 | -1.8 | 2 | -0.8 | -1.0 | -1.0 | -2
CCc1ccc(NC(=O)CN2C(=O)CSC2=O)cc1 | 1 | -1.7 | -0.8 | 1 | 2.3 | 1.0 | 1 | 0.1 | -1.6 | 1.3 | 1
CC(C)(C)OC(=O)C(C)(C)Sc1nnc(N)s1 | 2 | -0.9 | -2.3 | -2 | 1.5 | -0.5 | 0 | 0.1 | -0.3 | 0.6 | -3
CCOC(=O)c1c(C)[n+]([O-])c2ccc3c(non3O)c12 | -3 | -1.1 | -3.7 | 2 | -1.3 | -2.7 | 0 | 0.8 | -0.3 | 0.7 | 0
COc1cc(/C=N/NC(=O)C2CC(=O)N(c3ccc(C)cc3)C2)cc(OC)c1OC (stereo not given) | -9 | -1.1 | -2.5 | -4 | 0.5 | -2.0 | 5 | -0.6 | -0.7 | -0.1 | -5
N#Cc1ccc(N2Cc3ccccc3/C2=N/C(=O)Nc2ccc(Cl)cc2)cc1 | 4 | -1.0 | -0.8 | 0 | 3.8 | 2.0 | -2 | 0.5 | -0.1 | 0.9 | 1
COCCCNC(=O)c1ccc2c(=O)n(Cc3ccc4c(c3)OCO4)c(=S)[nH]c2c1 | 6 | -1.2 | 4.8 | 6 | -2.2 | -0.3 | 1 | 0.4 | -2.4 | -1.1 | -1
CCCC(=O)N1CCC1(C)C(=O)NS(=O)(=O)c1ccc(OC)cc1 (stereo not given) | 0 | -1.3 | -1.9 | -2 | 3.2 | -2.3 | 3 | -1.2 | -1.8 | . | -3
Cn1c(CNc2cccc(Cl)c2)nnc1SCC(=O)OC1CCCCC1 | 4 | -1.2 | 1.7 | -2 | -1.8 | -2.0 | -4 | -0.6 | -1.5 | 0.5 | 0
COCCn1c(SCC(=O)NC2CCCCC2)nnc1-c1ccncc1 | 2 | -1.0 | -2.5 | -1 | 1.3 | -0.8 | 0 | 0.0 | -1.2 | -0.3 | 3
Nc1nc(-c2ccc(F)cc2)cc(C(F)(F)F)n1 | -38 | -0.8 | -1.4 | -11 | 2.8 | -0.2 | 1 | -0.4 | -1.6 | -0.2 | 2
COc1cc2c(cc1OC)C(c1ccc(Cl)cc1)=NCC2 | 4 | -1.9 | -3.6 | 1 | 3.6 | -1.6 | 0 | 0.4 | -0.8 | -0.1 | -2
CC(C)CC(=O)NNC(=O)c1ccc(Cl)cc1 | -1 | -1.8 | -1.2 | 1 | 5.3 | 3.0 | -3 | 0.0 | 1.4 | 0.0 | 1
N#CCC(=N)N1CCN(c2ccccc2Cl)CC1 | 3 | -1.2 | -0.1 | -6 | 2.8 | 0.7 | 1 | -0.3 | -0.4 | 0.1 | -3
CC1(Oc2cccnc2Cl)CCN(Cc2ccc(OC(F)(F)F)cc2)C1 (stereo not given) | -116 | -1.1 | 0.3 | -33 | 0.1 | 0.3 | -1 | -0.6 | -0.8 | . | -2
O=C1C2C3C=CC(C3)C2C(=O)N1c1ccccc1OS(=O)(=O)c1ccccc1 (stereo not given) | -9 | -1.1 | 0.4 | -6 | -1.7 | -1.7 | 0 | 0.1 | -2.5 | -1.3 | -4
CCOC(=O)C1(C)NC(c2cccs2)C2C(=O)N(c3ccccc3)C(=O)C21 (stereo not given) | -4 | -0.7 | -1.4 | -6 | 2.5 | -0.1 | -3 | -0.2 | -0.2 | 0.4 | 2
COCCNC(=O)C[C@H]1CC[C@H]2[C@@H](COc3ccc(NS(=O)(=O)c4ccc(Cl)cc4)cc3C(=O)N2C)O1 | 3 | -0.9 | . | -1 | . | -1.0 | 0 | -0.6 | 3.1 | . | 3
O=C(NC1CCC(=O)N(CCOc2ccccc2)CC1)OCc1ccccc1 (stereo not given) | 6 | -0.9 | 0.8 | -5 | 0.9 | -2.2 | -4 | -0.3 | -1.4 | 0.4 | -1
COC(=O)CC1C(=O)NCCN1C(=O)c1c(F)cccc1F (stereo not given) | -5 | -0.7 | 1.8 | 0 | 0.5 | -0.9 | 0 | -0.1 | 0.3 | 0.9 | -2
Cc1nc2ccc(NC(=O)c3cncc(Br)c3)cc2s1 | 5 | -1.7 | -1.0 | 1 | -0.1 | 10 | 4 | 1.6 | 1.1 | -0.4 | 2
COc1ccc(C(O)c2nccc3cc(OC)c(OC)cc23)cc1OC (stereo not given) | -11 | -1.9 | -1.1 | -8 | 2.1 | -6.5 | 9 | -2.8 | -3.6 | -1.1 | -2
CCC(=O)NCc1nc2ccccc2n1Cc1ccccc1F | -3 | -1.4 | -2.0 | -1 | 1.4 | 3.1 | 2 | -0.1 | -2.8 | -0.3 | 1
Cc1ccccc1-c1cc(C(=O)NCc2cccc(Br)c2)n(CC2CC(c3cccnc3)=NO2)n1 (stereo not given) | 18 | -1.6 | -1.5 | 8 | -0.6 | -4.0 | -2 | -0.7 | -4.0 | -1.9 | 1
CC(C)Cc1nnc(NC(=O)CCC(=O)NCCc2ccc(Cl)cc2)s1 | -9 | -1.2 | 0.4 | 0 | 0.3 | 5.5 | 3 | -0.1 | -2.7 | 1.8 | 0

Of the compounds above, these contain a CF3 group.
SMILES | ADAM10 inh | ssDAF-12 act | PG9 binder | ADAM17 inh | FXN GAA850 act | hgDAF-12 ag | NPR1 activator | DAX1 inh-1 | hcDAF12 agonist | DAX1 inh-2 | SMARCA2 activ
Nc1nc(-c2ccc(F)cc2)cc(C(F)(F)F)n1 | -38 | -0.8 | -1.4 | -11 | 2.8 | -0.2 | 1 | -0.4 | -1.6 | -0.2 | 2
CC1(Oc2cccnc2Cl)CCN(Cc2ccc(OC(F)(F)F)cc2)C1 (stereo not given) | -116 | -1.1 | 0.3 | -33 | 0.1 | 0.3 | -1 | -0.6 | -0.8 | . | -2

High-throughput results from PubChem BioAssay.
